HePTP inh = inhibitors of human HePTP phosphatase | recombinant HePTP phosphatase activity, OD absorbance | P35236 | AID 521 | inhibition, % at 20 µM | actives 0.64% (n = 110,000); in the data active means inhibition above about 50%;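 further: plate controls were vehicle for no effect and reference inhibitor for full effect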
Target sequence (P35236 whole entry, looked up): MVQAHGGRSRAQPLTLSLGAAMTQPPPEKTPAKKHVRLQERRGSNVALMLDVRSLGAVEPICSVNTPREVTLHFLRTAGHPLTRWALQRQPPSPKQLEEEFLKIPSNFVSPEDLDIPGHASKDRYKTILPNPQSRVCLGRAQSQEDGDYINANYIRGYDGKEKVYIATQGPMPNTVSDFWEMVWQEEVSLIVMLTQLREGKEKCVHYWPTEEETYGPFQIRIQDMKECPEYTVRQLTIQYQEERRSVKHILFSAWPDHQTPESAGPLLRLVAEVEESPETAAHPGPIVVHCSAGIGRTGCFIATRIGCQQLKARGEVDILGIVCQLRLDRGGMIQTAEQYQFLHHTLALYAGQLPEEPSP
BAP1 block = inhibitors of human BAP1 deubiquitinase | Q92560 | recombinant BAP1, Ub-AMC hydrolysis fluorescence kinetic; active compounds read low | activity remaining (% of control), % at 20 µM | actives 0.48% (n = 72,000) | AID 436;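 active means activity remaining at or below 50% of control, provided the compound also passes the data quality filters; inactive means the rest, including low values that fail the filters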;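 further: 100% = DMSO wells rate and 0% = substrate alone blank rate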
Starred values were filed as active, the others as inactive; x = not tested or not shown; & = joins results of further samples.

mol,HePTP inh,BAP1 block
CCCn1c2c(c(O)c(C(=O)Nc3ccc(OC)cc3)c1=O)CCCC2,2,x
COc1ccc(Cl)cc1NC(=O)c1cnc2sccn2c1=O,-9,108
Cc1ccc(NC(=O)C(C)Sc2ccc(Cl)cc2)cc1 (centres undefined),-12,x
CCOC(=O)c1c(NC(=O)COc2ccccc2C)sc(C(=O)N2CCCCC2)c1C,0,x
O=C(CN(Cc1ccccc1)S(=O)(=O)c1ccc(Br)cc1)N/N=C/c1c(O)ccc2ccccc12,6,x
CC(C)c1ccccc1NC(=O)C(c1ccccc1)c1ccccc1,-7,x
COc1ccc(C(=O)CC2(O)C(=O)N(C)c3ccccc32)cc1OC (centres undefined),-30,x
Cn1ccnc1,x,96
CCN(CC)CCCN1C(=O)C(O)=C(C(=O)c2sc(C)nc2C)C1c1ccc(C)o1 (centres undefined),7,99
CCSc1nnc(NC(=O)C(C)(C)C)s1,1&-2,94
Cc1cc(C(F)(F)F)n2ncc(-c3ccccc3)c2n1,6,90
CC(=O)NC1CCN(C(=O)N2CCCC2)CC1,5,95
COc1ccc(CN2CCCC(C(=O)N3CCCC3)C2)cc1 (centres undefined),-1,91
O=S(=O)(c1ccc(F)cc1)N(CCO)CC(O)Cn1c2ccccc2c2ccccc21 (centres undefined),16,86
CCOc1ccc2cc(C(N)=O)c(=Nc3ccc(C(F)(F)F)cc3)oc2c1,x,246
O=C(NCN1CCc2ccccc2C1)c1ccccc1,8,101
CCOC(=O)c1cccc(NC(=O)CSc2nnc(COc3ccc(Cl)cc3)o2)c1,4,64
O=C(CCCN1C(=O)c2ccccc2C1=O)Oc1ccc(F)cc1,7,160
Cc1ccc(-c2nnc3n2N=C(c2ccc(Br)cc2)CS3)cc1,6,80
Cc1ccc2nc(NC3=NCN(Cc4cccnc4)CN3)nc(C)c2c1,6,89
NS(=O)(=O)c1cc2c(cc1Cl)NCNS2(=O)=O,4,156&92
CN1C2CCC1CC(OC(=O)c1c[nH]c3ccccc13)C2 (centres undefined),-8,106&98
CCc1cccc(NC(=O)c2ccccc2Br)c1,6,x
O=c1nc(/C=C/c2cc3c(cc2[N+](=O)[O-])OCO3)cc(C(F)(F)F)[nH]1,-8,x
COc1ccc(NC(=O)c2cc([N+](=O)[O-])ccc2N2CCN(C)CC2)cc1,9,x
Cc1cc(NC(=O)C2COc3ccccc3O2)no1 (centres undefined),2,94
COc1ccc(S(=O)(=O)NNC(=O)C23CC4CC(CC(C4)C2)C3)cc1,-8,x
O=C(NCc1n[nH]c(=S)n1-c1ccccc1Cl)c1ccc(S(=O)(=O)N2CCOCC2)cc1,x,96
CCOc1cccc(-c2nnc3sc(-c4ccc(C)cc4)nn23)c1,3,93
CCOC(=O)C1=C(C)NC(SCc2cc(=O)[nH][nH]2)=C(C#N)C1c1cccs1 (centres undefined),2,x

One compound at a time (already shown). Screens in order: HePTP inh	BAP1 block
`CCCn1c2c(c(O)c(C(=O)Nc3ccc(OC)cc3)c1=O)CCCC2` reads 2	x
`COc1ccc(Cl)cc1NC(=O)c1cnc2sccn2c1=O` reads -9	108

(further entries)
mol,HePTP inh,BAP1 block
CCOC(=O)C1=C(Nc2ccccc2)OCC1=O,-3,83
Oc1c(Cl)cc(Cl)cc1CNc1ccc(Br)cn1,2,85
C[C@]12C=CC(=O)C=C1CC[C@@H]1C2=CC[C@]2(C)[C@@H](C(=O)CN3CCN(c4cc(N5CCCC5)nc(N5CCCC5)n4)CC3)CC[C@@H]12,x,61
CC(C)CCSc1nc2c(c(=O)[nH]c(=O)n2C)n1CCc1ccccc1,x,85
CC(=O)NN1C(=O)/C(=C/c2cc3c(cc2[N+](=O)[O-])OCO3)SC1=S,93*,x
Cc1ccc(S(=O)(=O)N2CCN(CCNC(=O)C(=O)Nc3ccc(Br)cc3)CC2)cc1,5,x
COc1ccc(CCNC(=O)CN(c2ccc(Br)cc2)S(C)(=O)=O)cc1OC,-4,x
COc1cc(NS(=O)(=O)c2ccc(NC(=O)C34CC5CC(CC(C5)C3)C4)cc2)ncn1,11,91
Cc1cccc(N(C)S(=O)(=O)c2ccc3[nH]c(=O)c(=O)[nH]c3c2)c1,-6,109
CCC1=NN2C(=N)/C(=C/c3ccc(OC(=O)c4ccc(Cl)cc4)c(OC)c3)C(=O)N=C2S1,9,x
Cc1cc(Cl)ccc1NC(=O)c1cccc([N+](=O)[O-])c1,7,x
CCOc1ccc(S(=O)(=O)N(C)C)cc1-c1nc2c(C(C)(C)C)nn(C)c2c(=O)[nH]1,2,x
Cc1cccc(OCC(=O)Nc2ccc(Cl)cc2C(F)(F)F)c1,2,x
CCN1C(=O)c2ccccc2S(=O)c2ccc(C(=O)N3CCCC3)cc21 (centres undefined),4,93
COc1cc2c(cc1NC(=O)c1cccc(F)c1)oc1ccccc12,0,x
CC(C)Sc1nc2c(c(=O)n1C)SC(C)C2 (centres undefined),3,78
Cc1nc(N2CCN(Cc3ccc4c(c3)OCO4)CC2)nc2c1C(=O)CC(c1ccco1)C2 (centres undefined),9,61
Cc1ccc(C(=O)Nc2c(C(=O)Nc3cccnc3)cnn2-c2ccccc2)cc1,-17,x
CCOn1c(=O)c(-c2cc3ccccc3o2)[n+]([O-])c2ccccc21,2,146
COc1ccc(Br)cc1C1SCCN1S(C)(=O)=O (centres undefined),6,99
COc1ccccc1/C=N/Nc1cc(-c2ccccc2)nc(C)n1,-11,x
O=C(CCS(=O)(=O)c1ccc(Br)cc1)N1CCN(c2ccccc2F)CC1,8,97
CCOC(=O)c1c(-c2ccccc2)oc2ccc(OC(=O)c3ccco3)cc12,-4,x
CC12CCC(C(=O)NCc3ccc4c(c3)OCO4)(CC1=O)C2(C)C (centres undefined),8,82
OCCOCCNc1ncnc2c1cnn2-c1ccc(Cl)cc1,2,68
O=C1NC(=S)N(c2ccc(Br)cc2)C(=O)/C1=C/c1ccc(N2CCOCC2)o1,-9,x
CCOc1ccccc1NC(=O)C1CCCN1C(=O)OCc1ccccc1 (centres undefined),-1,103
COc1ccc(-c2nc(C)sc2CC(=O)O)cc1,4,68
Cc1cc(NC(=O)C2CC=CCC2C(=O)O)no1 (centres undefined),11,64
CC(=O)NC1(c2cccc(F)c2)CCN(CC(=O)NC2CCCCC2)CC1,5,91
Cn1c(-n2c(CCCN3C(=O)c4ccccc4C3=O)nc3ccccc3c2=O)nc2ccccc21,11&9,96
COc1ccc(S(=O)(=O)Cc2ccc(C(=O)N3CCOCC3)o2)cc1,8,86
COc1cc(C)c(C(C)C)cc1S(=O)(=O)N1CCOCC1,6,77
CC(=O)NNC(=O)COc1ccc(Br)cc1,5,x
COCCCNC(=O)CCCn1c(=O)c2ccccc2n(CC(=O)Nc2c(C)cccc2C)c1=O,19,90
COc1ccccc1N1C(=O)C2CC(C)=C(C)CC2C1=O (centres undefined),6,80
O=C(/C=C/c1ccc(OCc2ccccc2)cc1)c1ccc(Br)cc1,-8,x
CSc1oc(-c2ccccc2)nc1S(=O)(=O)c1ccc(C)cc1,2,82
Cn1c(SCc2ccccc2)nnc1C1CCCNC1 (centres undefined),15,104
CCOC(=O)N1CCC(NC(=O)Cn2nc(Cc3ccncc3)c3ccccc3c2=O)CC1,11,96
O=c1sc(N2CCN(c3ccccc3F)CC2)nc2ccsc12,-4,x
COc1ccc(/C=C2\SC(=S)N(CCCC(=O)Nc3ccc(O)cc3)C2=O)cc1,-9,x
CCC1CCc2c(sc(NC(=O)c3c(-c4c(Cl)cccc4Cl)noc3C)c2C(N)=O)C1 (centres undefined),-8,x
CC1CCc2ccccc2N1C(=O)c1cccs1 (centres undefined),5,117
Cc1cc(NC(=O)c2ccc(Cl)c(Cl)c2)ccc1NC(=O)c1ccccc1,5,x
COC(=O)c1cc(OC)c(OC)cc1NC(=O)c1cccnc1,-4,115
CC(C)(C)C(=O)Nc1nnc(-c2ccccc2)s1,5,x
COc1cccc(Nc2c(F)c(F)c(F)c(F)c2C(=O)O)c1,2,104
O=C(Nc1ccn(Cc2ccc(F)cc2)n1)c1ccncc1,-5,92
O=C1NC(=S)N/C1=C/c1cc([N+](=O)[O-])ccc1Cl,-10,x
CCC(Sc1nc2cc3c(cc2c(=O)n1Cc1ccco1)OCO3)C(=O)Nc1cccc(OC)c1 (centres undefined),-4,91
O=c1oc2cc(OCc3c(F)c(F)c(F)c(F)c3F)ccc2cc1-c1ccc2ccccc2n1,4,x
Cc1ccc2oc(-c3ccc(NC(=O)Cc4ccccc4)cc3O)nc2c1,11,x
Cc1ccc2nc(-c3nonc3N)[nH]c2c1,-5,x
CC(C)C(NC(=O)OC(C)(C)C)C(=O)N1CCCC1C(=O)NC(Cc1ccccc1)C(N)=O (centres undefined),6,97
CC(c1ccccc1)c1nnc(NC(=O)c2ccco2)s1 (centres undefined),8,x
Cc1cc(N2CCCCC2)n2ncc(-c3ccc(Cl)cc3)c2n1,0,x
O=C1S/C(=C\c2ccco2)C(=O)N1Cc1ccccc1,1,x
CCc1c(C)sc(NC(=O)c2cc(C3CC3)on2)c1C#N,5,88
Cc1ccc(O)c(NC(=O)CN2C(=O)c3ccccc3C2=O)c1,-7,x

(cont.)
mol,HePTP inh,BAP1 block
O=C(Nc1cc(C(=O)N2CCOCC2)ccc1N1CCCC1)c1cccs1,6,137
CN(CCCNC(=O)C1CCC(=O)N1Cc1ccc(F)cc1)c1ccccc1 (centres undefined),1,101
COc1cc2c(cc1OC)CN(Cc1cc(=O)n3cc(C)ccc3n1)CC2,-5,74
O=C(O)C1CCCCC1C(=O)Nc1cccc([N+](=O)[O-])c1 (centres undefined),-1,x
O=C(CSc1ccc2nnc(-c3cccnc3)n2n1)N1CCc2ccccc21,4,105
CCOC(=O)c1n[nH]c2ccccc12,-3,89
CCOC(=O)c1c(C)c(C(=O)N2CCCCCC2)c(C)n1C,0,101
CCc1nnc(NC(=O)c2cccc(S(=O)(=O)N3CCc4ccccc43)c2)s1,0,x
Cc1nn(-c2ccccc2)c(C)c1C(=O)OCC(=O)NCc1ccco1,1,96
Cc1cc(C)c2c(=O)[nH]n(C3CCOC(C)(C)C3)c2n1 (centres undefined),3,97
Cc1ccc(NC(=O)/C=C/c2ccccc2Cl)c(Br)c1,2,x
COC(=O)c1ccc(-n2c(C)cc(C=C3C(=O)NC(=S)NC3=O)c2C)cc1,6,x
COc1ccc(C(=O)Nc2sc3c(c2C(N)=O)CCCCCC3)cc1OC,0,x
COCCCNC(=O)CN1C(=O)CSc2ncccc21,4,92
COc1ccc(/C=C/C(=O)Nc2ccc(F)c([N+](=O)[O-])c2)cc1,-1,x
O=C(NC1CCCCC1)N1CCN(c2cccc(Cl)c2)CC1,5,x
CCOc1cc(S(=O)(=O)Nc2ccccn2)ccc1F,4,103
CCOc1cc(C=C2C(=O)NC(=S)NC2=O)ccc1OCc1ccc(Cl)cc1,4,x
O=c1nc(NC2CCCC2)ccn1Cc1cccc(Br)c1,3,76
CC(C)NCC(O)COc1cccc2ccccc12 (centres undefined),x,99
CCOC(=O)N1CCC(NC(=O)Cc2cn(C)c3ccccc23)CC1,4,107
COc1cc(S(=O)(=O)N2CCCCC2)ccc1NC(=O)c1ccc(F)cc1,9,149
Cc1ccc(C(=O)NC2CCN(C(=O)N3CCOCC3)CC2)cc1,10,109
CCOc1cccc(C=Nc2cc(CC)ccc2O)c1O,-16,x
Cc1cccc(NC(=O)C(=O)NCCc2ccc(Cl)cc2)c1,-5,x
Cc1cc(N2C(=O)NC(=O)/C(=C\c3cn(C)c4ccccc34)C2=O)ccc1Br,5,x
CC1=CC(C)C2C(=O)N(Cc3ccc[n+](C)c3)C(=O)C2C1 (centres undefined),-17,x
CCOC(=O)N1N=C(c2ccc(F)cc2)CC1(O)C(F)(F)F (centres undefined),7,x
O=C(O)c1ccc(-c2cc(Cl)ccc2Cl)o1,-14,x
Cc1c(OCc2ccccc2)ccc2c3c(c(=O)oc12)CCC3,2,x

Five compounds out of the list, ordered by molar mass, low to high:
mol,HePTP inh,BAP1 block
COc1ccc(-c2nc(C)sc2CC(=O)O)cc1,4,68
Cc1cc(C(F)(F)F)n2ncc(-c3ccccc3)c2n1,6,90
O=C(CSc1ccc2nnc(-c3cccnc3)n2n1)N1CCc2ccccc21,4,105
Cn1c(-n2c(CCCN3C(=O)c4ccccc4C3=O)nc3ccccc3c2=O)nc2ccccc21,11&9,96
CCC1=NN2C(=N)/C(=C/c3ccc(OC(=O)c4ccc(Cl)cc4)c(OC)c3)C(=O)N=C2S1,9,x

Of the compounds above, these contain a tert-butyl group.
mol,HePTP inh,BAP1 block
CCSc1nnc(NC(=O)C(C)(C)C)s1,1&-2,94
CCOc1ccc(S(=O)(=O)N(C)C)cc1-c1nc2c(C(C)(C)C)nn(C)c2c(=O)[nH]1,2,x
CC(C)(C)C(=O)Nc1nnc(-c2ccccc2)s1,5,x
CC(C)C(NC(=O)OC(C)(C)C)C(=O)N1CCCC1C(=O)NC(Cc1ccccc1)C(N)=O (centres undefined),6,97

The list goes on:
mol,HePTP inh,BAP1 block
Cc1cc(C)nc(/N=C(/N)Nc2cccc([N+](=O)[O-])c2)n1,-8,x
Cc1ccc(C)c(OCC(=O)Nc2cc(C)on2)c1,-10,87
CCOC(=O)C1CCCN(C(=O)c2ccc(CS(=O)(=O)Cc3ccccc3C)o2)C1 (centres undefined),-1,98
CCOC(=O)NC1(C(F)(F)F)C(=O)NC(C)=C1C(=O)OC (centres undefined),0,127
COc1ccccc1OCC(=O)Nc1ccc(S(=O)(=O)NC(C)=O)cc1,-1,94
